# FUS yeast rescue – qHTS for Suppressors of FUS Proteinopathy: Primary screen using FUS-linked yeast assay | 390,000 tested, 0.24% active | Potency, µM (series often up to 76.6 µM), for the others: at the top dose growth rescue (activation), hits mostly activators | AID 1347120, 2019 | S. cerevisiae FUS-expressing, growth rescue, OD600, 24 h;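 note: potency is the fitted concentration of half-maximal effect; plate controls were DMSO vehicle for no effect and reference control for full effect; nearly all actives have a fitted effect of over 55% in size; some results filed as inactive show a strong effect at the top dose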
#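 FUS-expressing yeast, raffinose-pregrown, induced in 2% galactose minimal medium at OD 0.005; compounds in a dilution series, 24hr at 30C. Growth restoration read as absorbance at 600 nm. CP55940 positive control, DMSO negative.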
# Abeta yeast res – qHTS for compounds that reverse cellular toxicity of Amyloid beta (A-beta) peptide in yeast: Primary Screen | yeast expressing A-beta42, growth rescue, OD600, 48 h; response scale: 0% DMSO, 100% iron-clioquinol control | Potency, µM (titrated, usually from 46.1 µM), for inactives: at the top dose growth rescue, hits mostly activators | 410,000 tested, 0.063% active; note: potency is the fitted concentration of half-maximal effect; nearly all actives have a fitted effect of over 55% in size
#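 Growth rescue measured by 600 nm absorbance after 48 h yeast culture at 30 C with compound. Values normalized between DMSO and an equimolar ferric chloride plus clioquinol control.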
# aSyn rescue – qHTS of alpha-syn Inhibitors; Potency, µM (doses to about 46.1 µM), inactives show top-dose growth rescue (activation), usual class: activators; AID 652106, 2013; 370,000 tested, 0.14% active; Yeast expressing alpha-synuclein, growth rescue, BacTiter-Glo, 24 h; note: potency is the fitted concentration of half-maximal effect; % of control where 0% means no effect; nearly all actives have a fitted effect of over 65% in size
#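 Rescue of yeast growth: cells expressing toxic alpha-synuclein, induced in galactose at OD600 0.02, incubated with compound 24 h at 30 C. ATP luminescence quantified growth; inhibitors of toxicity appear as activators.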
# EPAC2 antag – qHTS for Antagonist of cAMP-regulated guanine nucleotide exchange factor 2 (EPAC2): primary screen | Potency, µM (top dose mostly 114 µM), for inactives: at the top dose activity, negative = inhibition, hits mostly inhibitors | Rap guanine nucleotide exchange factor 4 (Homo sapiens), Q8WZA2 | 360,000 tested, 0.18% active | EPAC2 GEF exchange of Rap1B-BODIPY-GDP, fluorescence; note: potency is the fitted concentration of half-maximal effect; % is set by controls: 0 for no effect and ±100 for the full control effect; nearly all actives have a fitted effect of over 45% in size; many of its hits are not listed in these tables
# Target sequence (Q8WZA2 whole entry, looked up): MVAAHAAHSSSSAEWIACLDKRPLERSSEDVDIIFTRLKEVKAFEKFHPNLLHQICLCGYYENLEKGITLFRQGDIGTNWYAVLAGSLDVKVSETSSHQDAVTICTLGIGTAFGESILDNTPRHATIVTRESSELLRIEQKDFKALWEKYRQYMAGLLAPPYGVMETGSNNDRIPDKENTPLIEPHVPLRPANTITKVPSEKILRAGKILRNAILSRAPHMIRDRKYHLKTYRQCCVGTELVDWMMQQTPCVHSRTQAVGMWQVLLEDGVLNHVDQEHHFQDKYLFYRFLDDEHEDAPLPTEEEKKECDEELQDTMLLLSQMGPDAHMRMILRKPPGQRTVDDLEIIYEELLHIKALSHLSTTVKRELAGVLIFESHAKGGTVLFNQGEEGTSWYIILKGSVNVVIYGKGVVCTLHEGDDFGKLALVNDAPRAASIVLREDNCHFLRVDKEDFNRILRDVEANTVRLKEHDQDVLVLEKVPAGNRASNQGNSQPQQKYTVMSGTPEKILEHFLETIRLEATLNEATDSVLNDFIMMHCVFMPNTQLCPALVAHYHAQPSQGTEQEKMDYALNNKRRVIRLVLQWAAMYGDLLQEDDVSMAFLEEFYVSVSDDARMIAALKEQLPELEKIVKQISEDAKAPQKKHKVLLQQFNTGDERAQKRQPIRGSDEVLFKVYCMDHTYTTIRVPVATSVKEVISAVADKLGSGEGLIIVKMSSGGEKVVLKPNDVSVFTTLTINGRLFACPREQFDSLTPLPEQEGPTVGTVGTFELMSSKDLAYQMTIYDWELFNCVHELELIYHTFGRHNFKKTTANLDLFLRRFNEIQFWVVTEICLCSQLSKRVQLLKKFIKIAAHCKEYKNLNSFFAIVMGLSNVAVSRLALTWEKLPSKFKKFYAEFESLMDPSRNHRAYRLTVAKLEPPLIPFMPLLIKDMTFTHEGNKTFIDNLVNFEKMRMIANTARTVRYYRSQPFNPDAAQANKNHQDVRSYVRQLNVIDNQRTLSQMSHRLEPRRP
# DRD3 agonist – qHTS of D3 Dopamine Receptor Agonist: qHTS | D(3) dopamine receptor (Homo sapiens), P35462 | D3R DiscoveRx beta-arrestin cells, luminescence, 90 min | max activation, % | 410,000 tested, 0.58% active | AID 652048, 2013; in the data active = max activation above about 30%; note: 0% is about no effect; mostly tested at two doses, the higher about 12 µM
#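 Agonist-mode cell screen: cells plated at 1500/well and incubated overnight at 37 °C, then exposed to library compounds for 90 min at 37 °C. Detection reagent was added for 30–60 min at room temperature, and luminescence was read.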
# TDP-43 yeast inh – qHTS of TDP-43 Inhibitors | TDP-43 expressing yeast growth rescue, BacTiter-Glo, 24 h | Potency, µM (titrated, usually from 46.1 µM), for the others: at the highest dose growth rescue (activation), usual class: activators | 410,000 tested, 1.8% active | AID 652104, 2013; note: potency is the fitted concentration of half-maximal effect; % of control where 0% means no effect; nearly all actives have a fitted effect of over 50% in size
#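 Galactose-induced TDP-43 yeast, OD600=0.02, compound pinned; 24 hr, 30 deg C; BacTiter-Glo luminescence for growth. Inhibitors of TDP-43 toxicity read as activators.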
# D3 antag – qHTS of D3 Dopamine Receptor Antagonist: qHTS; D3R cells, DiscoveRx beta-arrestin luminescence, antagonist mode; active compounds read low; 360,000 tested, 2.5% active; max response, negative = inhibition, %; D(3) dopamine receptor (Homo sapiens), P35462; AID 652054, 2013; in the data active = max response below about -50%; inconclusive = no clear call, values can overlap the other calls; note: % is set by controls: 0 for no effect and ±100 for the full control effect; mostly tested at two doses, the higher about 12 µM
#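 Cells expressing the human receptor were seeded at 1500 cells/well, incubated overnight at 37 degrees C in 5% CO2, then exposed to library compounds with dopamine controls for 90 minutes at 37 degrees C before luminescent detection.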
# EPAC2 ag – qHTS for Agonist of cAMP-regulated guanine nucleotide exchange factor 4 (EPAC2): primary screen; Rap guanine nucleotide exchange factor 4 (Homo sapiens), Q8WZA2; EPAC2 activation, biochemical qHTS; response scale: 100% = 6.5 mM cAMP response; Potency, µM (doses to about 154 µM), for inactives: top-dose activation, usual class: activators; 360,000 tested, 0.079% active; AID 720711, 2013; note: potency is the fitted concentration of half-maximal effect; nearly all actives have a fitted effect of over 50% in size
#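 qHTS, titration series. 100 nM EPAC2 / 250 nM Rap1B-BODIPY-GDP / 50 uM GDP; RT; ex 480/em 540 nm, 5-min reads to 30 min. Norm. to 6.5 mM cAMP = activation.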
# * = called active by the depositor; ? = inconclusive; . = no result given; [ ] = remark or other dose. Unless noted, calls come from the whole dose curve; as a rule, active = well fitted curve in the direction sought with a large enough effect; inconclusive = small, poorly fitted or top-dose-only effect, or another doubt; inactive = no such curve, though single readings can be large; an effect the other way counts as inactive or inconclusive.
SMILES,FUS yeast rescue,Abeta yeast res,aSyn rescue,EPAC2 antag,DRD3 agonist,TDP-43 yeast inh,D3 antag,EPAC2 ag
Cc1ccc(NC(=O)NCc2ccc3c(c2)CCN3C(=O)c2ccccc2)c(Cl)c1,27.4%,-9.3%,.,.,-7.7,1.8%,.,.
Cc1cnc(C(=O)OCC(=O)NC2CCCC(C)C2C)cn1 (stereo unspecified),15.5%,-2.6%,3.6%,3.0%,5.5,1.4%,19.3,2.3%
O=C(NCCCn1ccnc1)c1ccc(C(F)(F)F)cc1,-24.9%,-18.4%,1.5%,11.5%,2.2,19.2%,2.7,8.3%
O=C(OCc1nnc(-c2ccccc2)o1)c1cccc(-n2cnnn2)c1,.,5.6%,2.1%,7.4%,-0.9,0.0%,-28.7,8.3%
CCOc1cc(C2/C(=C(/O)c3ccc(OC)cc3)C(=O)C(=O)N2CC2CCCO2)ccc1O (stereo unspecified),?,-8.9%,0.6%,16.4%,-6.3,-27.9%,-17.1,-7.9%
CC1CCCCN1c1ncnc(N)c1[N+](=O)[O-] (stereo unspecified),8.6%,-8.4%,14.5%,-9.0%,3.6,11.2%,3.0,-7.4%
Cc1c(C)n(C)c2ccc(C(=O)NCc3cccs3)cc12,16.2%,-17.4%,-6.5%,?,-1.3,0.0%,17.4,8.5%
CCOC(=O)NC(=O)C(/C=N/c1sccc1C(=O)OC)=C(\C)O,-84.3%,-14.0%,-0.1%,-3.3%,-11.5,-7.0%,-22.4,3.8%
Nc1ccc2nc(-c3ccc(-c4nc5ccc(N)cc5[nH]4)cc3)[nH]c2c1,-12.8%,?,8.6%,-7.0%,-0.3,14.1µM*,36.5,2.5%
Cc1ccnc(Nc2nc(-c3ccc(O)cc3)cs2)c1,4.6%,5.5%,-15.6%,-3.2%,3.6,12.6µM*,14.8,11.6%
O=C(/C=C\Nc1ccc2c(c1)OCO2)c1ccc(Cl)s1,-13.2%,-14.0%,11.7%,3.2%,-8.9,0.0%[0.397 µM],-16.5,2.4%
CCOc1ccc(NC(=O)CN(C)C(=O)C2CC(=O)N(Cc3ccco3)C2)cc1OCC (stereo unspecified),1.3%,-1.0%,-4.2%,0.8%,0.4,10.5%,15.0,-1.7%
Cc1sc(NC(=O)CN(Cc2ccc(F)cc2)C(=O)C(C)(C)C)c(C(N)=O)c1C,3.5%,-2.4%,5.0%,2.0%,1.5,-6.8%[0.397 µM],1.3,-5.5%
CC1=C(CC(=O)O)c2cc(F)ccc2C1=Cc1ccc(S(C)(=O)=O)cc1,-5.4%,-5.6%,5.2%,5.0%,-21.6,24.9%,0.0,4.1%
O=C1c2ccccc2C(Nc2ccc(-c3nc4ccccc4[nH]3)cc2)N1Cc1ccco1 (stereo unspecified),-5.0%,-1.7%,-0.3%,-2.1%,0.4,4.6%,8.4,-10.1%
Cc1c(-c2cc(C(=O)O)c3ccccc3n2)cnn1C,-11.7%,-2.1%,0.1%,1.6%,1.7,-4.1%,5.0,0.5%
C/C(=N\N=C1\NC(=O)CC(C(=O)O)S1)c1ccc(F)cc1 (stereo unspecified),-8.6%,23.3%,-11.7%,-1.3%,1.7,7.1%,7.4,-4.0%
CCN(C(=O)COC(=O)CCC(=O)c1cccs1)c1ccccc1,-3.2%,1.3%,?,0.0%,8.7,13.3%,-6.6,7.8%
Cc1ccc(NCc2ccccc2O)cc1C,-4.9%,0.5%,1.8%,?,3.2,-8.2%,3.0,2.3%
COc1ccc(CC(=O)Nc2cccc(S(=O)(=O)N3CCCCC3)c2)cc1,38.0%,20.6%,-7.7%,-12.3%,-0.2,?,7.7,9.3%
CCN(C(=O)c1cnc(N2CCN(c3ncccn3)CC2)c2ccccc12)c1cccc(Cl)c1,30.8%,-12.0%,-18.3%,4.6%,3.1,?,24.7,5.4%
c1ccc(C(Nc2cccnc2)c2ccccc2)cc1,.,-4.2%,1.1%,-25.6%,-3.6,-0.4%,-25.0,9.0%
Cc1cccc2c(N=O)c(O)[nH]c12,12.4%,11.2%,9.1%,-5.0%,0.7,?,-1.3,0.5%
Cc1ccc(C)c(CN2C(=O)c3ccccc3S(=O)(=O)c3ccc(C(=O)N4CCCCC4)cc32)c1,-13.0%,1.6%,.,.,1.1,?,.,.
CC(=O)NC1C(=O)N=C(SCC(=O)NC(C)c2ccccc2)NC1=O (stereo unspecified),19.1%,-10.8%,-0.2%,9.4%,-8.0,-16.2%,-11.3,4.1%
Cc1ccc(S(=O)(=O)c2cc(Nc3ccccc3)ccc2O)cc1,32.8%,-13.3%,?,1.3%,-17.5,?,0.2,12.9%
O=C(CC1C(=O)NCCN1Cc1c(F)cccc1Cl)NCCc1ccccn1 (stereo unspecified),0.0%,-3.9%,-0.4%,-0.5%,0.2,3.5%,13.7,-3.2%
COc1ccccc1N1CCN(C(=O)c2ccc3c(=O)n(Cc4ccc5c(c4)OCO5)c(=O)[nH]c3c2)CC1,35.5%,7.8%,-6.0%,-0.2%,-2.8,3.0%,-14.8,9.0%
Cc1c(C(=O)Nc2ccccc2Cl)oc2ccc(S(=O)(=O)N3CCCCCC3)cc12,-19.0%,-12.5%,.,.,-6.9,18.5%,.,.
COc1ccc(-c2cc3nc(C)cc(N4CC(C)CC(C)C4)n3n2)cc1 (stereo unspecified),9.1%,-6.4%,-7.0%,-20.5%,16.4,-0.7%,-4.8,0.1%

# Brought forward from above: 4 entries, then new ones.
SMILES,FUS yeast rescue,Abeta yeast res,aSyn rescue,EPAC2 antag,DRD3 agonist,TDP-43 yeast inh,D3 antag,EPAC2 ag
O=C(CC1C(=O)NCCN1Cc1c(F)cccc1Cl)NCCc1ccccn1 (stereo unspecified),0.0%,-3.9%,-0.4%,-0.5%,0.2,3.5%,13.7,-3.2%
COc1ccccc1N1CCN(C(=O)c2ccc3c(=O)n(Cc4ccc5c(c4)OCO5)c(=O)[nH]c3c2)CC1,35.5%,7.8%,-6.0%,-0.2%,-2.8,3.0%,-14.8,9.0%
Cc1c(C(=O)Nc2ccccc2Cl)oc2ccc(S(=O)(=O)N3CCCCCC3)cc12,-19.0%,-12.5%,.,.,-6.9,18.5%,.,.
COc1ccc(-c2cc3nc(C)cc(N4CC(C)CC(C)C4)n3n2)cc1 (stereo unspecified),9.1%,-6.4%,-7.0%,-20.5%,16.4,-0.7%,-4.8,0.1%
Cn1c(-c2sc3cc(C(F)(F)F)cnc3c2-c2cccs2)n[nH]c1=S,-2.2%,8.3%,-2.3%,-1.3%,-4.7,-3.1%,-12.2,-0.8%
CCN(CC(=O)Nc1ccc(NC(C)=O)cc1)C(=O)c1cccc2ccccc12,9.2%,0.3%,2.3%[1.84 µM],2.0%,-6.1,10.0%,6.8,-4.4%
CC(C)CC1C2C(=O)N(c3ccccc3)C(=O)C2ON1c1ccccc1 (stereo unspecified),18.2%,5.9%,0.6%,-18.0%,5.0,2.9%,11.2,-5.5%
COc1ccc2[nH]c(C)c(-c3csc(N)n3)c2c1,44.7%,8.9%,0.8%,-13.5%,1.0,17.5%,7.3,1.8%
C/C(=C\C(=O)c1ccncc1)Nc1ccccc1O,-4.0%,-25.5%,-1.2%,-2.0%,-1.7,-3.6%,-29.8,-5.0%
O=c1oc2cc(O)ccc2c2c1CCCC2,8.5%,-3.0%,14.5%,10.7%,3.7,12.6µM*,17.7,6.1%
C=CCSc1nnc2n(CCc3ccccc3)c(=O)c3c4c(sc3n12)COC(C)(C)C4,-8.6%,9.2%,-2.1%,4.8%,-4.6,-3.3%,-23.3,0.0%[15.6 µM]
CCOC(=O)C1(Cc2ccccc2Cl)CCN(Cc2csc(C(C)=O)c2)CC1,22.0%,5.9%,9.1%,-6.3%,-17.6,-12.7%[0.397 µM],-2.6,9.8%
CC(C)c1ccccc1NC(=O)COC(=O)COc1ccccc1[N+](=O)[O-],8.2%,4.3%,4.6%,0.8%,4.1,-2.4%[0.397 µM],22.7,-0.4%
C/C=C/C1=CC(=O)C[C@H](c2ccc(Cl)cc2)C1,0.2%,-10.0%,3.7%,?,5.1,12.6µM*,21.3,8.9%
COc1cc(OC)c(C(=O)/C=C/c2ccc(OCc3ccccc3)c(OC)c2)c(OC)c1,32.0%,14.6%,7.4%,9.9%,-2.9,8.0%,3.2,13.5%
NC(=O)c1cccn1-c1ncc(C(F)(F)F)cc1Cl,-1.4%,3.9%,-7.6%,0.4%,6.1,-15.9%,1.8,7.6%
COc1ccc(N2CSC3=C(C#N)C(c4cc(OC)ccc4OC)CC(=O)N3C2)c(OC)c1 (stereo unspecified),?,-6.0%,?,-6.1%,-6.1,11.8%,-8.2,9.5%
CCOc1ccc(CCNC(=O)CCC(=O)Nc2ccc3nc(N4CCN(C)CC4)cc(C)c3c2)cc1OCC,11.0%,-10.5%,-2.5%,25.6%,-14.1,0.0%,-21.4,-9.7%
COc1ccc([N+](=O)[O-])cc1NC(=O)c1ccc(CN(c2ccc(C)c(C)c2)S(C)(=O)=O)cc1,30.2%,-1.8%,-3.6%,-14.7%,-1.0,-1.8%,-4.7,8.8%
Cn1c(Nc2ccc(Cl)cc2F)nc2cc(-c3ccccc3)sc2c1=O,17.4%,-3.0%,0.3%,7.8%,12.8,?,8.3,0.4%
CCOC(=O)c1[nH]c2ccc(F)cc2c1NC(=O)c1cc(OC)c(OC)c(OC)c1,-3.6%,-1.9%,-4.0%,-2.8%,4.4,6.9%,4.8,16.7%
O=C(CCC(=O)Nc1ccc(F)cc1)N/N=C/c1ccc(F)cc1,-20.6%,-12.4%,-0.1%,-3.9%,3.6,7.9%,3.1,5.4%
Cc1cccc(Nc2nn3c(=O)c4ccccc4nc3s2)c1,21.9%,16.3%,0.8%,-5.8%,-1.2,9.9%,13.8,-3.7%
COCC(=O)NCCSc1c(C)[nH]c2ccccc12,-20.5%,3.8%,3.9%,7.7%,-2.4,?,-9.4,5.6%
CCn1c(SCC(=O)Nc2ccccc2)nnc1-c1ccc(S(=O)(=O)N2CCOCC2)cc1,18.8%,-0.2%,-2.5%,-1.7%,-4.4,-5.1%,4.4,0.1%

# Only part of the results is shown. The share of hits here may be higher or lower than overall.
